Screening data from PubChem BioAssay.
L major viab: reduces viability of Leishmania major promastigotes; hit rate 9% among 200,000; inhibition, % at 10 µM; resazurin fluorescence viability; AID 1063;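 also: promastigotes grown with compound for 44 hours at 28 °C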
G6PDH counter: counter-screen for G6PDH assay hits: L. mesenteroides G6PDH inhibition | inhibition, % at 5 µM | Purified L. mesenteroides G6PDH, diaphorase/resazurin coupled fluorescence, 45 min | hit rate 0.12% among 200,000
Hsp70 activator: switches on Hsp70 transcription; HeLa Hsp70 promoter luciferase reporter, luminescence; scaled: vehicle 0, proteasome-inhibitor control 100%; activation, % at 10 µM; hit rate 0.04% among 200,000; AID 1203;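 active = activation above the mean across all tested compounds plus 3 SD, cutoff set per campaign, cut at about 5.5% in these data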;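 also: 100% = MG132 at 30 µM as the positive control and 0% = DMSO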
RAM network inh: inhibitors of the yeast RAM network; hit rate 1.8% among 190,000; inhibition, % at 50 µM; S. cerevisiae dse1pr::URA3 reporter, 5-FOA growth OD615, 2 d; analog-sensitive cbk1-as2 kinase mutant strain; AID 868;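 active = inhibition above a set limit, 3 SD over mean compound inhibition, cut at about 8.4% in these data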;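 also: 0% = DMSO-only wells with no growth and 100% = 10 µM 1-NA-PP1 full growth; inhibition rescues growth on 5-FOA so higher OD means more RAM inhibition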
Diaphorase act: activates diaphorase or chemically reduces, flagging diaphorase assay artifacts | Diaphorase/resazurin coupled assay, resorufin fluorescence, 16 min; hits give high values; 1 = vehicle wells, 0 = NADH-free wells | activation factor at 20 µM | hit rate 0.005% among 190,000 | AID 1229;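 active = diaphorase activity raised at least twofold by the compound at 20 µM; inactive = activation factor below 2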
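test system = bacterial diaphorase enzyme (C. kluyveri) | quantity = enzyme 0.07 U/mL final | reagent = NADH substrate 0.114 mM plus resazurin dye 0.1 mM, final | incubation = 16 min enzyme reaction, ambient temperature | buffer or medium = HEPES pH 7.4 buffer with MgCl2 and Tween 20 | signal = fluorescence of resorufin, 544 nm excitation, 590 nm emission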
Redox H2O2 prof: compounds producing H2O2 with reducing agent – biochemical, NIH compound library profiling, artefact control for MLSCN library redox annotation, primary screen | hit rate 0.03% among 200,000 | DTT-dependent redox cycling H2O2, phenol red/HRP absorbance; 100% = 100 µM peroxide control, 0% = buffer | AID 878 | activation, % at 10 µM;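 active = activation of at least 50% relative to the plate's high and low controls in the primary single-dose screen; inactive = activation below 50%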;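 also: compound incubated with DTT at 0.8 mM final as the reducing agent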
TLR4-MyD88 BLA: inhibitors of human TLR4-MyD88 binding | hit rate 0.18% among 200,000 | AID 861 | HeLa CL3-4 TLR4/MyD88 BLA complementation, FRET ratio | O00206+Q99836 | inhibition, % at 8.4 µM; in the data active = inhibition above about 25%;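 also: 0% = vehicle and 100% = reference inhibitor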
Target sequence (O00206 whole entry, looked up): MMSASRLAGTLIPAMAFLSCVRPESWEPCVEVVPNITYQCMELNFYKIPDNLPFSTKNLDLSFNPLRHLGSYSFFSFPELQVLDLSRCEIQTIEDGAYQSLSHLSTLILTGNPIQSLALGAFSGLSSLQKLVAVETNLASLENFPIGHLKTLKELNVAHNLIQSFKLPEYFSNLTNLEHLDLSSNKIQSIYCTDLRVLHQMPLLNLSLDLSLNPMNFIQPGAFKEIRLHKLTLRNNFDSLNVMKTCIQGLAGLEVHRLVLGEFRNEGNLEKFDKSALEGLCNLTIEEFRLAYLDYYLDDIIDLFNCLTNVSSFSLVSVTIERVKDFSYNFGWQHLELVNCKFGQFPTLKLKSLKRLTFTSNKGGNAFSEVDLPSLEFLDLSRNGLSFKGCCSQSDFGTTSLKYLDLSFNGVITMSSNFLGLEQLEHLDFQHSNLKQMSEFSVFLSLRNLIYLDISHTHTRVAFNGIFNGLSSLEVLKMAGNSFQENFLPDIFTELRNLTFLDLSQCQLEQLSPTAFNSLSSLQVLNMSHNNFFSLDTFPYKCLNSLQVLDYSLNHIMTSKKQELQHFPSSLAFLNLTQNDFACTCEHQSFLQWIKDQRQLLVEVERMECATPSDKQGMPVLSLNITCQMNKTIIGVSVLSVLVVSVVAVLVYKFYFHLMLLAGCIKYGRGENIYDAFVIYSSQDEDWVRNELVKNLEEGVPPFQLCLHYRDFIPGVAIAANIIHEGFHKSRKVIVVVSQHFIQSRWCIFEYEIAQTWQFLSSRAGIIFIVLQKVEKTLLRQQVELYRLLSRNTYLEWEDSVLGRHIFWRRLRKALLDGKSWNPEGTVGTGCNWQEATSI
Target sequence (Q99836 whole entry, looked up): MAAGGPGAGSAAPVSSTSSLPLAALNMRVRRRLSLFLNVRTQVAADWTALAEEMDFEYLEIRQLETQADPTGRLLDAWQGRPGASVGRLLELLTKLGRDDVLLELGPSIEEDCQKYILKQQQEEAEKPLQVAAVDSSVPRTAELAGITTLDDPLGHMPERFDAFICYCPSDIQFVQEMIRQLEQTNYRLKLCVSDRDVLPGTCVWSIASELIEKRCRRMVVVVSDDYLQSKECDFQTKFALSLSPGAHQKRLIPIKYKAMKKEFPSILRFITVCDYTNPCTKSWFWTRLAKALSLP
S1P3 antag: blocks the human S1P3 receptor; hit rate 0.27% among 170,000; AID 485; inhibition, % at 4.98 µM; CHO S1P3 NFAT-BLA reporter, FRET fluorescence, antagonist mode; Q99500;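 active = inhibition above the plate cutoff, the mean inhibition of test wells on that plate plus 3 SD, cut at about 28% in these data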;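 also: cells challenged with S1P at its EC80 of 0.8 µM; blue over green emission ratio from cleaved BLA substrate after 4 h stimulation; 0% = S1P-stimulated wells and 100% = unstimulated DMSO-only wells; some compounds past the cut are filed as inactive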
Diaph inh CS: inhibits diaphorase or chemically oxidizes, flagging diaphorase assay artifacts. diaphorase resazurin-to-resorufin fluorescence, NADH, 16 min; bacterial (C. kluyveri) enzyme, not human. inhibition, % at 20 µM. hit rate 0.69% among 190,000;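 active = primary screen inhibition at 20 µM above a set limit, cut at about 50% in these data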;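 also: plate controls were DMSO with full reaction for no effect and wells lacking NADH for full effect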
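Assay system: diaphorase enzyme from Clostridium kluyveri; Input: enzyme working solution with 0.14 U/mL diaphorase; Timing: 16 min at room temperature; Technique: resorufin fluorescence, excitation 544 nm, emission 590 nm; Benchmarks: positive control minus NADH, DMSO neutral control.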
PMI act satM6P: increases human PMI activity with near-saturating mannose 6-phosphate | coupled PMI enzyme assay, resazurin fluorescence, 20 min; hits give high values; 1 = untreated enzyme, 0 = substrate-free blank | activation factor at 20 µM | hit rate 0.34% among 190,000;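 active = activation factor of 2 or more at 20 µM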
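Test system: human phosphomannose isomerase with PGI, G6PDH, diaphorase coupling enzymes; Amount: PMI at 15 ng/mL final; Reagent: Mannose-6-phosphate 1.0 mM (near-saturating) plus 0.22 mM NADP+; Timing: 20 min, room temperature; Technique: resorufin fluorescence at Ex 544/Em 590 nm; Dosing: 20 µM single dose.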
PMI activator: increases human mannose-6-phosphate isomerase activity; hit rate 0.005% among 190,000; activation factor at 20 µM; P34949; purified human PMI, coupled resazurin fluorescence, 20 min; hits give high values; 1 = vehicle control, 0 substrate-free wells;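 active = activation factor of 2 or more at 20 µM, relative to plate controls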
Active calls of the source: *; / = not tested or not shown. Rule as the data show it, unless noted: active = inhibition above about 50%; inactive = the rest.

compound,PMI act satM6P,L major viab,TLR4-MyD88 BLA,Diaph inh CS,PMI activator,Hsp70 activator,S1P3 antag,G6PDH counter,RAM network inh,Redox H2O2 prof,Diaphorase act
CCOC(=O)c1c(N)n[nH]c1-c1ccccc1,1.1,3,2,9,1,-0.5,/,3,0.2,-0.1,0.9
Cc1cc(C)nc(N/N=C/c2ccccc2OCc2ccc(Br)cc2)n1,1.2,49,-3,10,1.2,0.1,8,-5,3.8,-0.3,0.9
Cc1nccn1CCC(=O)O,1,-7,-4,16,1,-0.1,2,6,2.3,-0.5,0.8
Cc1ccc2nc3c(cc2c1)c(NS(=O)(=O)c1ccccc1)nn3CC(C)C,1,-7,-9,6,1,-0.2,/,-2,5.3,-4.8,0.9
Cc1[nH]c(C)c2c(=O)n(-c3ccccc3)ncc12,0.9,0,-4,26,1,-0.3,-10,4,1.4,-1.8,0.7
C=CCN(CC=C)CCOc1ccc2ccccc2c1,1,41,16,5,1,-0.2,-4,2,2.4,-0.3,0.9
C=CCOC(=O)C1=C(C)Nc2[nH]c(=O)[nH]c(=O)c2C1c1ccccc1 (stereo unspecified),1,-9,0,4,1,-0.3,-4,5,1.5,-1.1,1
Cc1cc(NC(=O)CSc2nc(-c3ccccc3)c(C#N)c(=O)[nH]2)no1,1.1,-10,-3,9,1,-0.3,25,6,3.3,0.1,0.9
O=C1CS/C(=C/C(=O)c2ccccc2)N1,1,-2,-1,16,1,-0.3,6,-2,0.1,0.1,0.8
Cc1nc(C(=O)Nc2ccccc2Cl)cc2c1[nH]c1ccccc12,1.1,41,2,7,1.1,0.0,/,4,2.1,-2.9,0.9
CCS(=O)(=O)Nc1ccc(NC(C)=O)cc1,1,-3,2,2,1,0.5,/,4,-0.4,0.4,1
O=C(NCc1ccco1)c1cc2n(n1)C(C(F)(F)F)CC(c1ccc(Cl)c(Cl)c1)N2 (stereo unspecified),0.9,-7,-1,14,0.9,-0.4,9,3,2.6,1.2,0.9
CCN(CC)C(=O)CSc1nc2ccccc2c(=O)n1-c1cccc(OC)c1,1,0,-1,9,0.9,0.1,16,0,0.1,-0.2,0.9
COc1ccc(CC(=O)OCC(=O)Nc2ccc3c(c2)OCCO3)cc1OC,1,-8,0,4,1,-0.1,3,2,-0.1,-0.2,1
Cn1c(-c2ccc(Cl)cc2)cnc1NCc1cc2c(cc1[N+](=O)[O-])OCO2,1,98*,2,8,0.9,-0.3,3,-14,-0.8,0.3,0.9
O=C(Cc1coc2cc3c(cc12)CCC3)NCC1(N2CCCCC2)CCCCC1,0.9,35,1,15,0.9,-0.2,1,-25,-0.6,1.0,0.8
COc1ccc(C(=O)N[C@H](C(=O)NCC2CCCCC2)C(C)C)cc1,1,14,-3,4,1,0.0,/,0,3.0,1.5,1
CCC1CCCCN1C(=O)CSc1nnc(-c2ccco2)o1 (stereo unspecified),1,-4,11,2,1,-0.3,-24,2,0.2,1.9,1
CN(C)c1ccc(NC(=O)Nc2cccc(Cl)c2)cc1,0.8,7,-9,18,0.8,0.7,20,-25,0.0,-1.7,0.8
CCOC(=O)c1cnn2cc(-c3[nH]ncc3[N+](=O)[O-])cnc12,1.1,15,-3,12,1.1,-0.3,-1,-3,2.2,-0.1,0.9
CC1(c2ccccc2)NC(=O)N(Cc2ccc([N+](=O)[O-])cc2)C1=O (stereo unspecified),1,-5,2,8,0.9,0.1,-1,-2,1.4,0.1,0.9
CC(C)(C)NC(=O)c1ccc2c(c1)C(=O)N(C1CCCCC1)C2=O,0.8,-6,5,24,0.8,0.0,-11,3,2.8,0.4,0.8
COc1nccnc1NS(=O)(=O)c1ccc(N=Cc2c(C)[nH]n(-c3ccccc3)c2=O)cc1,1.1,23,-1,5,1.2,-0.3,-13,-3,5.0,-0.1,0.9
Oc1[nH]c2ccccc2c1N=Nc1ccc(F)cc1,1,-20,0,12,0.9,-0.2,-2,1,7.2,0.0,0.9
O=C(/C=C/c1ccco1)N1CCN(S(=O)(=O)/C=C/c2ccccc2)CC1,0.9,12,-11,-11,1,0.1,1,-1,2.5,0.4,1.1
CCCNC(=O)NS(=O)(=O)c1cnccc1Sc1ccc(Cl)c(Cl)c1,1.2,-8,-9,-12,1,-0.1,/,6,1.1,2.1,1.1
COc1ccccc1C(=O)Nc1nc(-c2ccc3c(c2)OCCO3)cs1,1,-9,5,16,1,0.0,-4,9,4.5,-1.2,0.8
CCc1nnc(NC(=O)c2ccc(S(=O)(=O)N3CCOCC3)cc2)s1,1,4,-10,15,0.9,-0.1,-2,12,1.9,-0.9,0.9
COCCNC(=S)NNC(=O)c1cccs1,1,-4,-6,8,1,-0.2,5,13,0.8,0.3,0.9
Cc1ccc2c(c1)cc(CN(Cc1ccco1)C(=O)N1CCOCC1)c1nnnn12,1,-2,-5,7,1,0.4,-4,4,0.0,-1.0,0.9
NC(=O)CSC1=N/C(=C\c2ccco2)C(=O)N1c1ccc(OC(F)F)cc1,0.7,5,-7,15,1,0.1,-10,4,4.7,0.0,0.9
O=C(CSc1nnnn1-c1cccc2ccccc12)N1CCOCC1,0.9,-7,11,11,0.9,-0.1,24,-6,1.2,1.2,0.9
COc1ccc(Cl)cc1-c1nc(SCC(=O)NC(C)C(C)C)n[nH]1 (stereo unspecified),1,17,-18,10,1,0.1,4,-6,2.8,-0.6,0.9
O=C(CC12CCC(CC1)C2)NCc1ccc2c(c1)OCO2,1.1,-1,4,2,1.1,-0.2,/,3,0.4,0.1,1
OCCC1CN(Cc2cnn(-c3ccc(F)cc3)c2)CCN1Cc1ccsc1 (stereo unspecified),0.9,4,-3,19,0.9,-0.2,-6,5,0.4,0.4,0.8
Cc1cc(Nc2ccc(F)cc2)n2nc(C)nc2n1,0.9,1,-12,10,0.9,-0.2,-10,2,0.8,-0.3,0.9
COC(=O)C1=C(C)NC2=C(C1c1ccc(O)cc1)S(=O)(=O)c1ccccc12 (stereo unspecified),1.1,4,-16,3,1.1,-0.4,/,7,1.9,1.0,1
CCn1cc(C(=O)N2CCN(Cc3ccc4c(c3)OCO4)CC2)c(=O)c2ccc(C)nc21,1,-3,2,12,1,-0.4,/,0,0.3,0.2,0.9
COc1cc(CC(=O)N(c2ccccc2)c2nc(C)cs2)cc(OC)c1OC,1,6,-19,11,1,-0.2,-4,4,0.2,-0.4,0.9
C/C(=N\NC(=O)C1CC1)c1ccccc1O,1.1,-2,6,3,1,0.3,13,0,-0.4,0.3,1
CCCCCCC1CC(CCc2nc(=S)[nH][nH]2)C(=O)O1 (stereo unspecified),0.8,-9,-7,21,0.8,-0.4,-15,-3,0.6,-0.6,0.8
COC(=O)c1ccccc1S(=O)(=O)NC(=O)c1ccccc1,1.2,-6,-8,7,1.2,-0.1,-7,-4,0.3,0.5,0.9
Cc1ccc(NC(=O)c2cccc(OCc3c(C)noc3C)c2)cc1S(=O)(=O)Nc1ccccc1Cl,0.9,83*,2,22,0.9,-0.6,-7,11,6.0,-0.4,0.8
COc1ccc(N2C(=O)CC(N3CCC(c4nc5ccccc5[nH]4)CC3)C2=O)cc1 (stereo unspecified),1,-3,2,18,0.9,0.4,/,6,2.6,0.7,0.8
CC(=O)c1c(C)[nH]c(C(=O)Nc2cccc(S(=O)(=O)N3CCOCC3)c2)c1C,0.9,-5,0,13,0.8,-0.4,3,-4,2.0,0.0,0.9
Cc1noc(NS(=O)(=O)c2ccc(NC(=O)COc3ccc(Cl)cc3Cl)cc2)c1C,1.1,-3,0,-4,1,-0.2,-50,6,4.0,1.1,1
Cc1nc2nc[nH]n2c(=O)c1CC(=O)O,1.1,-5,-17,-5,1.1,-0.2,/,0,1.9,0.1,1.1
O=C(O)/C=C/C(=O)N(Cc1ccc2c(c1)OCO2)C1CC(=O)N(CCc2ccccc2)C1=O (stereo unspecified),1,-13,4,-5,1,-0.1,-12,3,0.5,-1.5,1.1

Some of these compounds in order of their number in PMI activator, ascending.
molecule | PMI act satM6P | TLR4-MyD88 BLA | Diaph inh CS | PMI activator | Hsp70 activator | S1P3 antag | RAM network inh | Redox H2O2 prof | Diaphorase act
COc1ccc(N2C(=O)CC(N3CCC(c4nc5ccccc5[nH]4)CC3)C2=O)cc1 (stereo unspecified) | 1 | 2 | 18 | 0.9 | 0.4 | / | 2.6 | 0.7 | 0.8
Cc1noc(NS(=O)(=O)c2ccc(NC(=O)COc3ccc(Cl)cc3Cl)cc2)c1C | 1.1 | 0 | -4 | 1 | -0.2 | -50 | 4.0 | 1.1 | 1
COC(=O)c1ccccc1S(=O)(=O)NC(=O)c1ccccc1 | 1.2 | -8 | 7 | 1.2 | -0.1 | -7 | 0.3 | 0.5 | 0.9

(continued)
compound,PMI act satM6P,L major viab,TLR4-MyD88 BLA,Diaph inh CS,PMI activator,Hsp70 activator,S1P3 antag,G6PDH counter,RAM network inh,Redox H2O2 prof,Diaphorase act
CCOC(=O)c1csc(NC(=O)c2ccccc2)n1,0.9,-2,-13,15,1,-0.1,-4,-2,2.0,-0.8,0.9
CCn1c(COc2ccccc2)nnc1SCC(=O)c1cccc([N+](=O)[O-])c1,1,91*,9,13,1,-0.1,/,5,1.4,-3.7,0.9
O=C1/C(=C/c2ccc(F)cc2)SC(=S)N1Nc1ncc(C(F)(F)F)cc1Cl,1.1,-2,-6,-8,1,-0.1,/,13,5.0,1.0,1.1
COc1ccc(/C=C/C(=O)NC(=S)N2CCN(C)CC2)cc1,1.1,-4,9,4,1.1,0.2,-6,-2,0.6,2.1,1
CSCCC(NC(N)=O)C(=O)Nc1ccc2ccccc2c1 (stereo unspecified),0.9,-4,2,13,0.9,-0.2,4,6,2.0,-0.4,0.9
CCSc1ccccc1C(=O)Nc1cccnc1,0.9,0,-2,18,0.9,-0.1,-1,4,0.1,0.0,0.8
CCCCn1c(=O)n(C)c(=O)c2c3c(sc21)COC(C)(C)C3,1,12,-3,9,1,0.0,/,7,1.8,0.0,0.9
Nc1nonc1C(=O)N/N=C/c1ccncc1,1,-9,-3,-6,1.2,0.3,-13,2,1.4,0.0,1.1
C=CC[n+]1c(-c2ccc(Cl)cc2Cl)csc1Nc1c(C)n(C)n(-c2ccccc2)c1=O,0.9,29,-11,17,1,0.0,4,10,-0.4,-0.1,0.8
Cc1ccc(NC2=C(Cl)C(=O)OC2OC(=O)c2ccco2)cc1C (stereo unspecified),0.9,10,-3,17,0.9,-0.1,11,2,-0.5,0.0,0.8
